High-throughput results as filed in PubChem BioAssay.
CHT inh: inhibits the human high affinity choline transporter | 0.86% of 310,000 active | Q9GZV3 | B-score at 10 µM | CHT-expressing cells, membrane potential dye, choline response; active compounds read low;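 active means B-score over 3 SD under the library average, and starting fluorescence ratio not unusually high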;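 further: choline stimulus applied at its EC90 after an EC20 pre-addition; B-score computed on integrated fluorescence ratio after choline addition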
Target sequence (Q9GZV3 whole entry, looked up): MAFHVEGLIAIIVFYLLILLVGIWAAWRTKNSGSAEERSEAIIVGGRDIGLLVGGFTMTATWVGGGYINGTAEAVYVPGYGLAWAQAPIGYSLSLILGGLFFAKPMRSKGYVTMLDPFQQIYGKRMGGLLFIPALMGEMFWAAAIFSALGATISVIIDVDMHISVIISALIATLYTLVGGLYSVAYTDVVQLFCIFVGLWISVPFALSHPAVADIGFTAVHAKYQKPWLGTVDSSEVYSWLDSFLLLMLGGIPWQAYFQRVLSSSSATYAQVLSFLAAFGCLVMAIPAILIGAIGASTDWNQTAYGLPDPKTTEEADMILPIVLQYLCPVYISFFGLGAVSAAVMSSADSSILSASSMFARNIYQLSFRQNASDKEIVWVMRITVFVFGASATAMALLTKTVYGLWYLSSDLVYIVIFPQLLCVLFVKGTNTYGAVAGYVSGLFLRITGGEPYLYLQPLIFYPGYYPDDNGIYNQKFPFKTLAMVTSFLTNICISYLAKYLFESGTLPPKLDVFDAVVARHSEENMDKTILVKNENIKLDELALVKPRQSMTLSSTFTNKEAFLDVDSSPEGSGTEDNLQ
CHT allo act: allosterically activates the human high affinity choline transporter | Q9GZV3 | CHT-expressing cells, membrane potential dye, choline EC20; active compounds read high; LV-AA mutant CHT in HEK293 cells | B-score at 10 µM | 0.49% of 310,000 active;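 active means initial fluorescence not abnormally high and integrated response B-score, plate-corrected, over 3 SD above library mean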
* hit, by the source's call; i = inactive. Hits appear at their usual frequency; any-hit rate near 1.4%.

Compound	CHT allo act	CHT inh
COc1ccccc1NC(=O)CSc1nnc(C2CCCCC2)n1N	i	i
Oc1ccc(N=Nc2ccc3c(c2)OCCO3)c2cccnc12	i	i
Cn1nc(C(F)(F)F)cc1C(=O)Nc1ccc(Cl)cc1	i	i
COCCNC(=O)Cn1cc(C(=O)c2cccs2)c2ccccc21	i	i
S=C(NCc1ccco1)N1CCN(C/C=C/c2ccccc2)CC1	i	i
O=C(COC(=O)CCSc1ccc(Cl)cc1)NCc1ccccc1Cl	i	i
COCCCn1c(=S)[nH]c2ccc(N3CCOCC3)cc2c1=O	i	i
CC1CCN(C(=O)Oc2ccccc2)CC1	i	i

More entries follow.
Compound	CHT allo act	CHT inh
O=c1c2cc(NC(=S)N3CCCCCC3)ccc2nc2n1CCCCC2	i	i
Cc1cccc(OCCC(=O)OC(C)C(=O)Nc2ccc(Cl)cn2)c1 (configuration not stated)	i	i
C=CCNC(=O)/C(=C/c1ccccc1OCC)NC(=O)c1ccccc1	i	i
COc1c(O)ccc(/C=N/NC(=O)c2ccc3c(c2)OCCO3)c1[N+](=O)[O-]	i	i
CCCC(=O)N(C)c1nnc(-c2ccc(OC)cc2)s1	i	i
COc1ccc(CC(=O)O/N=C(\N)c2ccccc2)cc1OC	i	i
CCc1nc2ccccc2n1CC(O)COCC1CC=CCC1 (configuration not stated)	i	i
C#CCOCCOCCOCCNc1nc(N2CCN(C(=O)Cn3cc(CCCN=C(N)N)nn3)CC2)nc(N2CCN(C(=O)[C@H](CCCCN)n3cc(CCCC)nn3)CC2)n1	i	i

Next entries follow:
Compound	CHT allo act	CHT inh
COc1ccc2c(c1)C(C)CC(C)(C)N2C(=O)Nc1ccccc1 (configuration not stated)	i	i
COc1ccc(-n2c(C)nc3cc(C(=O)N4CCOCC4)ccc32)cc1	i	i
CCOc1cc(/C=N\NC(=O)c2ccc(NC(=O)CC)cc2)ccc1OC(=O)c1ccccc1	i	i
Cc1ccsc1-c1ccnc(-n2cccc2)n1	i	i
O=C(Cc1n[nH]c(=O)c2ccccc12)NCc1ccccc1	i	i
CC(On1c(-c2ccccc2)nc2ccc(Cl)cc21)C(=O)O (configuration not stated)	i	i
CCOc1cccc2cc(C(C)=O)oc12	i	i
CN(C)/N=C1\CCS(=O)(=O)c2sccc21	i	i

Going on with the list.
Compound	CHT allo act	CHT inh
CN(CCc1cnn(C)c1)Cc1nc(CC2CC2)no1	i	i
C=CCC1(Cl)C(=O)C(Cl)=C(N2CCOCC2)C1(OC)OC (configuration not stated)	i	i
OCCCCNCc1ccc(OCc2ccc(Cl)cc2)cc1	i	i
CN(C)/C=N/NC(=O)c1ccccc1	i	i
CCCN1CCN(CC(=O)Nc2cc(OCC)ccc2OCC)CC1	i	i
COc1ccccc1C(=O)COC(=O)CNS(=O)(=O)c1ccc(C)c(C)c1	i	i
Cc1cccc(CSCc2ccc(C(=O)NC3CCCC3)o2)c1	i	i
CSCC[C@H](NC(=O)OC(C)(C)C)c1nnc(SCc2ccccc2)o1	i	i

(continued)
Compound	CHT allo act	CHT inh
CC/S(CC1CC1(Cl)Cl)=N\S(=O)(=O)c1ccc(C)cc1 (configuration not stated)	i	i
CS(=O)(=O)c1ccc2nc(NC(=O)CS(=O)(=O)Cc3ccccc3)sc2c1	i	i
CCOc1cc(C(C(=O)NCC2CCCO2)N(C(=O)Cn2nnc3ccccc32)c2ccccc2C)ccc1O (configuration not stated)	i	i
CCc1nc2cc(C)nn2c2nc3ccccc3n12	i	i
O=c1c2c(-c3ccc(Cl)cc3)csc2nc2n1CCC2	i	i
O=C(NCc1ccc(Cl)cc1)C1CCCN1C(=O)Nc1ccccc1 (configuration not stated)	i	i
S=c1[nH]nc(CCc2nc3ccccc3[nH]2)n1-c1cccc(Cl)c1	i	i
Cc1cc(C)cc(NC(=S)N2CCN(CCO)CC2)c1	i	i

Part of the list above in order of molar mass, high to low:
Compound	CHT allo act	CHT inh
CS(=O)(=O)c1ccc2nc(NC(=O)CS(=O)(=O)Cc3ccccc3)sc2c1	i	i
CC/S(CC1CC1(Cl)Cl)=N\S(=O)(=O)c1ccc(C)cc1 (configuration not stated)	i	i
O=c1c2c(-c3ccc(Cl)cc3)csc2nc2n1CCC2	i	i

New compounds follow:
Compound	CHT allo act	CHT inh
N=c1c2cn[nH]c2nc(SCC(=O)c2ccc(Br)cc2)n1-c1ccc(Br)cc1	i	i
CCN1C(=O)CS/C1=C(\C#N)S(=O)(=O)c1ccccc1	i	i
CC(=O)Nc1cccc(NC(=O)CSc2nc(=O)n(CCN3CCOCC3)c3c2CCCC3)c1	i	i
CC(=O)Nc1ccc(NC(=S)NC(=O)/C=C/c2ccco2)cc1	i	i
COc1ccccc1CNC(=O)c1[nH]c(C)c(C(C)=O)c1C	i	i
CSc1nc2ccc(NC(=O)C3CCCO3)cc2s1 (configuration not stated)	i	i
CC(C)N1CCc2c(sc(NC(=O)c3nc4ccccc4s3)c2C(N)=O)C1	i	i
COCc1cc(C)nc(N2CCCCC2)c1C#N	i	i

Later entries
Compound	CHT allo act	CHT inh
C=CCOc1cc(OC)c(OC)c(OC)c1	i	i
N#Cc1c(NC(=S)NC(=O)c2ccccc2)sc2c1CCC2	i	i
COc1cccc(N2CCN(c3nc(C)cc(=O)[nH]3)CC2)c1	i	i
CCc1cc2cc3c(cc2nc1SCC(=O)OC(C)C)OCO3	i	i
CC1=NN(C(N)=S)C(C)(C)C1	i	i
CC(C)CCN1CC(O)=C(c2nc(-c3ccc(Cl)cc3)cs2)C1=N	i	i
Cc1ccsc1C(C(=O)NC(C)(C)C)N(Cc1ccco1)C(=O)c1csnn1 (configuration not stated)	i	i
CN1CCN(C(c2ccccc2)c2ccc(Cl)cc2)CC1 (configuration not stated)	i	i

The list goes on:
Compound	CHT allo act	CHT inh
O=C(Nc1ccccc1N1CCOCC1)c1ccc2c(c1)C(=O)N(Cc1ccncc1)C2=O	i	i
CCOC(=O)N1CCN(C(=O)Cc2ccccc2[N+](=O)[O-])CC1	i	i
Cc1cc(C)n2ncc(C(=O)O)c2n1	i	i
Cc1occc1-c1nnc(SCC(=O)c2c(N)n(Cc3ccccc3)c(=O)n(C)c2=O)n1C	i	i
Cc1cc(C)c2[nH]c(=S)cc(C)c2c1	i	i
Cc1ccc(C(=O)NCC(=O)Nc2cccc(C(F)(F)F)c2)cc1	i	i
O=C(NCc1ccc2c(c1)OCO2)c1c(O)c2cccc3c2n(c1=O)CCC3	i	i
COC(=O)c1[nH]c2ccc(F)cc2c1NC(=O)CCN1CC(C)OC(C)C1 (configuration not stated)	i	i

(cont.)
Compound	CHT allo act	CHT inh
O=C(Cn1cnnn1)OCC(=O)c1ccc(Cl)s1	i	i
COc1ccc2c(c1)Cc1sc(NC(=O)c3ccco3)nc1-2	i	i
COCCCNC(=O)C(F)(F)C(F)(F)C(=O)NCCCOC	i	i
Cn1c(SCC(=O)N(C2CCCCC2)C2CCCCC2)nnc1-c1cccs1	i	i
COc1ccc(N2C(=O)CC(N3CCN(c4ccccc4)CC3)C2=O)cc1 (configuration not stated)	i	i
O=C(O)c1cc(NC(=S)NC(=O)C(c2ccccc2)c2ccccc2)ccc1Cl	i	i
COc1cc(Cl)ccc1OCc1cc(C(=O)N2CC[C@@H]3CCCC[C@H]3C2)no1	i	i
O=C1/C(=C/c2ccccc2F)SC(=S)N1CC(=O)N1CCCCC1c1cccnc1 (configuration not stated)	i	i

Among those listed so far, these have a CF3 group:
Compound	CHT allo act	CHT inh
Cn1nc(C(F)(F)F)cc1C(=O)Nc1ccc(Cl)cc1	i	i
Cc1ccc(C(=O)NCC(=O)Nc2cccc(C(F)(F)F)c2)cc1	i	i

Continuation:
Compound	CHT allo act	CHT inh
O=C(CCn1c(=O)c2ccccc2n(CC(=O)NCCC2=CCCCC2)c1=O)NCc1ccco1	i	i
C/C(=N\Nc1ccc(C(=O)O)cc1)c1ccc(Cl)s1	i	i
Cc1cc2oc(=O)cc(CN(C)Cc3ccc(OC(F)F)cc3)c2cc1Cl	i	i
N=c1c(C(=O)NCC2CCCO2)cc2c(=O)n3ccccc3nc2n1Cc1cccnc1 (configuration not stated)	i	i
CCC(CO)NCc1ccc(OC2CCCC2)cc1 (configuration not stated)	i	i
CC(c1ccc(Br)cc1)N1CC23C=CC(O2)C(C(=O)O)C3C1=O (configuration not stated)	i	i
CCOC(=O)c1c(NS(C)(=O)=O)sc2c1CCC(C)C2 (configuration not stated)	i	i
CCN(Cc1ccccc1)S(=O)(=O)c1cc(C(=O)O)ccc1OC	i	-5.82*

Continuation:
Compound	CHT allo act	CHT inh
COc1ccc(C(=O)COC(=O)CCN2C(=O)C3C4CC(C(Br)C4Br)C3C2=O)cc1 (configuration not stated)	i	i
COc1ccc(CNc2nc(=S)[nH]c3cc(OC)c(OC)cc23)cc1	i	i
O=C(Cn1cnc2c(nnn2Cc2ccc(F)cc2)c1=O)NCc1ccc2c(c1)OCO2	i	i
CCCn1c(NC(=O)CN2C(=O)NC3(CCCC3)C2=O)nc2ccccc21	i	i
CC(=O)c1cccc(NC(=O)[C@@H](NC(N)=O)C(C)C)c1	i	i
OC(CNCc1ccco1)Cn1c2ccc(Br)cc2c2cc(Br)ccc21 (configuration not stated)	i	i
O=C(/C=C/c1ccc2c(c1)OCO2)c1ccco1	i	i
CC(C)Cc1nnc(NS(=O)(=O)c2ccc([N+](=O)[O-])cc2)s1	i	i

The list continues:
Compound	CHT allo act	CHT inh
CCN1CCN(c2ncc(C(=O)Nc3c(F)cc(F)cc3Br)c3ccccc23)CC1	i	i
CC(CN1CCCCC1)OC(=O)Cc1ccc(Cl)cc1 (configuration not stated)	i	i
CSc1oc(-c2ccccc2)nc1C(N)=O	i	i
CC1CC(=O)N(CC(=O)Nc2ccc3c(c2)OCO3)c2ccccc2S1 (configuration not stated)	i	i
CN1C(=O)N(C)c2ccc(Br)c3cccc1c23	i	i
O=C(NN=C1CCCCCC1)c1ccc2c(c1)OCO2	i	i
C=C(C)Cn1c(C(C)NC(=O)CCC)nc2ccccc21 (configuration not stated)	i	i
CC(C)(C)n1nnnc1C(c1cccc(C#N)c1)N1CCCCCC1 (configuration not stated)	i	i

Next part.
Compound	CHT allo act	CHT inh
O=C1C(Cl)=C(NCC2CCCO2)C(=O)N1C1CCCCC1 (configuration not stated)	i	i
Cc1cc(NC(=O)c2ccc(Cl)cc2)cc(C)c1OCC(=O)N1CCOCC1	i	i
CCCNC(=O)C1CCN(c2cc(-c3ccccc3)nc3ncnn23)CC1	i	i
COc1ccc(C2/C=C\CN(Cc3ccc(N(C)C)cc3)CC(=O)N2Cc2ccc(F)cc2)cc1 (configuration not stated)	i	i
CC(C)C[C@@H](CN(N=O)[C@@H](Cc1ccccc1)CN(C)N=O)N(CCc1ccccc1)N=O	i	i
Cc1cc(N)n(-c2ncnc3scc(-c4ccc(Cl)cc4)c23)n1	i	i
Cn1c(=O)c2sccc2n2c(CCCC(=O)Nc3ccc(F)cc3F)nnc12	i	i
COc1cc(C(=O)OCC(=O)c2cc(C)n(C)c2C)cc(OC)c1OC	i	i

Further entries
Compound	CHT allo act	CHT inh
CC(=O)c1ccc(S(=O)(=O)N2CCC(c3nc4ccccc4[nH]3)CC2)cc1	i	i
COc1ccc(NC(=O)c2cc(-c3cccs3)on2)cc1OC	i	i
CCCCCCCCNc1ncnc2ccccc12	i	i
CCn1c(=O)n(CC)c2cc(NC(=O)CSc3ccc([N+](=O)[O-])cn3)ccc21	i	i
O=C(O)c1ccccc1N1C(=O)C2C3CCC(C3)C2C1=O (configuration not stated)	i	i
Cc1c(C)n(CCc2ccccc2)c2ncnc(NCCCO)c12	i	i
COc1ccccc1NC(=O)CSc1ccc(-c2ccc(-n3ccnc3)cc2)nn1	i	i
CCOCCCNS(=O)(=O)c1ccc(NC(=O)c2ccc([N+](=O)[O-])cc2Cl)cc1	i	-10.3*

The results go on.
Compound	CHT allo act	CHT inh
CCCCn1c(N)c(N(CC)C(=O)c2c(CC)noc2C)c(=O)[nH]c1=O	i	i
O=c1c(C/C=C/c2ccccc2)c(O)ccn1CCc1c[nH]c2ccccc12	i	i
O=C(NCc1ccccn1)/C(=C/c1ccco1)NC(=O)c1ccccc1	i	i
COc1ccccc1NC1=C(Cl)C(=O)N(c2ccccc2)C1=O	i	i
Cc1cc(C)nc(SCc2ccc(C(=O)N/N=C/c3ccc(C(=O)O)cc3)cc2)n1	i	i
CC(C)CC(=O)Nc1ccc(C(=O)NN2C(=O)c3ccccc3C2=O)cc1	i	i
CC1C/C(=C/c2ccccn2)C(=O)/C(=C/c2ccccn2)C1 (configuration not stated)	i	i
Cc1ccc(NC(=O)NCc2ccc3c(c2)OCO3)c(C)c1	i	i

Next entries follow:
Compound	CHT allo act	CHT inh
O=C(Nc1cccc(/C=C/c2ccccn2)c1)c1cc(Cl)ccn1	i	i
O=C(c1nn2c(C(F)(F)F)cc(-c3ccccc3)nc2c1Cl)N1CCOCC1	i	i
COCCNC(=O)CN1N=C(c2ccc(OC)cc2)CCC1=O	i	i
COC(=O)C1CCN(C(=O)COC(=O)c2oc3ccccc3c2C)CC1	i	i
O=C(CN1C(=O)NC2(CCCC2)C1=O)OCc1ccc(F)cc1	i	i
O=C(NN1C(=O)c2ccccc2NC1c1ccccc1OCc1ccccc1)c1ccncc1 (configuration not stated)	i	i
Cc1cc([N+](=O)[O-])nn1CC(=O)N/N=C/c1ccccc1Br	i	i
COc1ccccc1C(=O)NCC(=O)n1nc(C)cc1C	i	i

Next part:
Compound	CHT allo act	CHT inh
Cc1ccc(C)c(NC(=O)CCN2CCOCC2)c1	i	i
CCCn1nnnc1NCc1ccc(CC)cc1	i	i
COc1cccc2cc(-c3nnc(SCC(=O)Nc4nc(C)cs4)n3C)oc12	i	i
Cc1cc(C(=O)CSc2nnc(N)s2)c(C)n1Cc1cccs1	i	i
CNC(=S)N/N=C/c1ccc(C(C)C)cc1	i	i
